# NPY Y2 blocker: NPY-Y2 receptor antagonists, primary screen, cell-based. inhibition, % at 2.7 µM. NPY-Y2 expressing cells, antagonist mode. Neuropeptide Y receptor type 2 (Homo sapiens), P49146. 140,000 compounds, 0.99% hits; in the data active = inhibition above about 17%;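 also: 0% = vehicle with agonist challenge and 100% = reference antagonist with challenge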
# MRP-1 activ: H69AR viability gain despite doxorubicin, primary screen, MRP-1 activator project, H69AR cells, CellTiter-Glo; 140,000 compounds, 0.61% hits; AID 799, 2007; viability rescue; viability increase, % at 10 µM;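 active = viability gain under doxorubicin at or above a set limit, the compound median plus 3 SD, cut at about 4.7% in these data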;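 also: MRP-1 overexpressing cells given doxorubicin 25 µM after compound pretreatment; 18-22 h compound pretreatment then 72 h with doxorubicin before readout; 0% = doxorubicin-only wells and 100% = vehicle-treated cells without doxorubicin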
# GALR2 antag: GALR2 antagonists in receptor-expressing cells, primary screen; Galanin receptor type 2 (Homo sapiens), O43603; antagonist mode; inhibition, % at 4 µM; 140,000 compounds, 0.39% hits; in the data active = inhibition above about 27%;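 also: cells stimulated with galanin 1-16 at roughly its EC80; 0% = agonist challenge control and 100% = basal control without agonist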
# Target sequence (O43603 whole entry, looked up): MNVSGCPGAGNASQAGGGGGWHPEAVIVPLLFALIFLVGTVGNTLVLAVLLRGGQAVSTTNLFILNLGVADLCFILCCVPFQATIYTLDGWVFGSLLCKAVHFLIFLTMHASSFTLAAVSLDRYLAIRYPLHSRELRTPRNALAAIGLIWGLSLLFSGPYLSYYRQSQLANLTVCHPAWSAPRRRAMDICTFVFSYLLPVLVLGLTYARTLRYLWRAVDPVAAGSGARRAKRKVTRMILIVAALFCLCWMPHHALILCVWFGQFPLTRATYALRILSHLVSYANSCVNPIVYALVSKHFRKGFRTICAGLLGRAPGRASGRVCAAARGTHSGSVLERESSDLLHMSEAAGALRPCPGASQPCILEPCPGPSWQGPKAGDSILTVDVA
# Yeast growth inh: growth inhibitors of yeast BB579 in restrictive medium, primary screen, yeast lifespan-shortening project, S. cerevisiae | OD615, 48 h | inhibition, % at 10 µM | 140,000 compounds, 0.51% hits | AID 804, 2007;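 active = inhibition above a set limit, 3 SD over the mean compound inhibition, cut at about 44% in these data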; also: inactives centre near -24
#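 Test system: Saccharomyces cerevisiae DeaD strain BB579, replicative lifespan model yeast | Buffer or medium: Restrictive CSMM-D medium | Doses: One dose, 10 µM compound with 0.25% DMSO | Incubation: 48 h exposure, 30 °C | Detection: Culture absorbance at 615 nm | Control set: Amphotericin B at 10 µg/mL as positive control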
# PTEN del growth: growth suppression of PTEN-null HCT116, primary screen, cell-based, CellTiter-Glo; viability, % at 10 µM; HCT116 PTEN-null viability, 60 h; stronger effect = lower value; AID 827, 2007; 140,000 compounds, 1.2% hits;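 active = viability at or below a set limit, 4 SD under the median of all tested compounds, cut at about 3.7% in these data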;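 also: PTEN knockout HCT116 line with beta catenin targeted HCT116 as companion control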
# Yeast lifespan up: compounds extending yeast replicative lifespan, primary screen, S. cerevisiae, OD615. inhibition of the nicotinamide effect, % at 10 µM. S. cerevisiae growth with nicotinamide; deaD strain in restrictive glucose medium. 130,000 compounds, 0.68% hits. AID 775, 2007;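 active = inhibition above a set limit, placed 3 SD over the median of all compounds, cut at about 26% in these data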;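 also: 0% = nicotinamide-treated wells and 100% = cells grown without nicotinamide; some compounds called inactive have numbers as strong as hits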
#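 Test system: DeaD-strain S. cerevisiae / Buffer or medium: restrictive glucose medium / Also added: nicotinamide 1.5 mM / Doses: one concentration, 10 µM, DMSO 0.25% / Schedule: 48 h at 30 °C / Signal: OD615 measurement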
# HCT116 bCat-KO: primary screen for growth suppressors in beta-catenin knockout HCT116 cells (colon tumor, human); HCT116 beta-catenin knockout viability, CellTiter-Glo, 60 h; stronger effect = lower value; viability, % at 10 µM; 140,000 compounds, 1.5% hits;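 active = viability at or under a set limit, the compound median less 4 SD, cut at about 6% in these data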;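 also: 0% = Hyamine 1622 control at 20 µM and 100% = untreated cell control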
# Measles CPE: compounds protecting cells from measles virus cytopathic effect, primary screen, measles RdRp inhibitor project, single point, MLSMR library, absorbance; AID 841, 2007; 140,000 compounds, 1.5% hits; protection (pct of control), % at 4 µM; Measles virus-infected cells, CPE protection; in the data active = protection mostly above about 24%, no sharp cut-off; inactive = mostly below about 26%; also: some compounds called inactive have numbers as strong as hits
# * marks the source's active call; other numbers are inactive results; & = joins results of further samples.
SMILES,NPY Y2 blocker,MRP-1 activ,GALR2 antag,Yeast growth inh,PTEN del growth,Yeast lifespan up,HCT116 bCat-KO,Measles CPE
CC[C@@H]1C(=O)OC[C@@H]1Cc1cncn1C,3&0,-0.5&0.0,12&10,18&-10,89&103,2&6,99&98,7&1

# The list is partial; count on the stated rates, not on these rows.
